MEKK2wt PB1 HTS: raises or lowers MEK5 binding to wildtype human MEKK2 PB1 domain. binding response (% of control), % at 10 µM. AID 1531. bead flow cytometry, Alexa488-MEK5 binding to MEKK2 WT; actives lie on both sides. 1.1% of 290,000 active; in the data active = binding response below about 67% or above about 130%
NALP1 inh: NALP1 inhibition; S. cerevisiae NALP1/ASC/caspase-1 growth, X-gal OD620, 72 h; 0.61% of 280,000 active; inhibition, % at 10 µM; in the data active = inhibition mostly above about 24%, no sharp cut-off; inactive = mostly below about 32%; note: some compounds called inactive have numbers as strong as hits
MEKK2 mut-MEK5: signal of MEK5 binding to mutant human MEKK2 PB1 domain; bead flow cytometry, Alexa488-MEK5 binding to MEKK2 mutant; percent response, % at 10 µM; 0.35% of 290,000 active; AID 1530; in the data active = percent response above about 24%, passing the limit was not always enough; note: inactives centre near 1; some results filed as inactive read as strong as hits
OXTR potentiate: human OXTR potentiation; activation, % at 3 µM; CHO-OTR cells, Fluo-8 calcium fluorescence, potentiator mode; 0% = oxytocin EC15, 100% = EC100; 0.061% of 320,000 active; P30559;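 active = activation above that plate's cutoff, the mean activation of tested compounds plus 3 SD, cut at about 6.6% in these data, passing the limit was not always enough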;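 note: 100% uses oxytocin at 75 nM as the full agonist control; some results filed as inactive read as strong as hits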
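Measured by – Fluo-8 calcium dye fluorescence · Test system – human OTR in CHO cells · Dosing – one concentration, 3.0 µM compound · Controls – EC15 oxytocin alone as 0%, 75 nM oxytocin as 100% · Evaluation – normalized max/min fluorescence ratio, % activation · Timing – 6 min pre-incubation, 100 s read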
V1R ag counter: activates human V1a receptor in oxytocin agonist counter-screen; activation, % at 3 µM; CHO-V1R cells, Fluo-8 calcium fluorescence, agonist mode; 0% DMSO, 100% 3 nM vasopressin; AID 2797; P37288; 0.25% of 320,000 active;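 active = activation above the mean activation of all tested compounds plus 3 SD, per screening run, cut at about 20% in these data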;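 note: signal is peak over basal fluorescence ratio across a 100 second FLIPR read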
GalR3 antag: blocks the human galanin receptor 3. O60755. HEK293 GalR3-CNG cAMP membrane potential fluorescence; galR3 body fused to GalR1 C-terminus. inhibition, % at 3 µM. 0.44% of 360,000 active. AID 651719;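 active = inhibition above the screen-wide average plus 3 SD, cut at about 13% in these data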;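 note: forskolin and galanin both at EC90 stimulate the cells; cAMP rise reported by CNG channel membrane potential dye signal; 0% = forskolin plus galanin with DMSO and 100% = forskolin alone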
OXTR ag: activates the human oxytocin receptor; activation, % at 3 µM; CHO-OTR cells, Fluo-8 calcium fluorescence; normalized: DMSO 0%, oxytocin 100%; AID 2435; 0.32% of 320,000 active; P30559;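 active = activation above the mean of all tested compounds plus 3 SD, cutoff set per screening run, cut at about 20% in these data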;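 note: peak over basal fluorescence ratio from a 100 s FLIPR kinetic read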
PfM18AAP inh: PfM18AAP enzyme inhibition; inhibition, % at 7.35 µM; 1.2% of 290,000 active; recombinant PfM18AAP, H-Glu-NHMec fluorogenic cleavage;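 active = inhibition above the campaign mean inhibition over all tested compounds plus 3 SD, cut at about 28% in these data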;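 note: 0% = plate median of test compound wells and 100% = 2 mM ZnCl2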
GPR7 antag: antagonists of human GPR7 (neuropeptides B/W receptor 1); P48145; GPR7-expressing cells, fluorescence antagonist assay; inhibition, % at 4.4 µM; 1.1% of 290,000 active; in the data active = inhibition above about 16%, passing the limit was not always enough;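 note: cells stimulated with the agonist NPW; 0% = agonist with vehicle and 100% = vehicle without agonist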
* marks the source's active call; other numbers are inactive results; . = no result given. No enrichment for hits, and some 4.1% of all compounds hit somewhere here.

molecule,MEKK2wt PB1 HTS,NALP1 inh,MEKK2 mut-MEK5,OXTR potentiate,V1R ag counter,GalR3 antag,OXTR ag,PfM18AAP inh,GPR7 antag
CNC[C@H]1Oc2ccc(NC(=O)C3CCCCC3)cc2CC(=O)N([C@H](C)CO)C[C@@H]1C,.,.,.,-4,2.4,-3,1.5,.,.
O=C(Nc1ccccc1[N+](=O)[O-])C1COc2ccccc2O1 (stereo not drawn),101,18,0,-2,-1.6,-10,-2.1,1,-12
Cc1ccc(Oc2ccc(Cl)cc2NC(=O)c2cnccn2)cc1,103,8,13,-11,0.1,-4,-1.1,-11,1
COc1ccc(Cl)cc1NC(=O)CSc1sc2c(O)cc(=O)[nH]c2c1C#N,97,15,2,0,0.5,-2,0.6,11,-6
Cc1ccc(S(=O)(=O)n2c(C)nc3ccccc32)cc1,108,12,6,-1,-0.9,-11,-2.0,3,2
COc1cccc(C2=CC(=O)C[C@H](c3ccc(Cl)cc3)C2)c1OC,.,.,.,-6,0.9,-1,0.5,.,.
Cc1ccc(S(=O)(=O)/N=C2/NC(=O)/C(=C/c3ccncc3)S2)cc1,95,7,-1,4,0.8,5,0.0,-4,0
COc1cc(C(=S)N2CCOCC2)ccc1OC(=O)Cc1ccc(F)cc1,94,18,-2,-5,4.0,-7,3.7,1,3
Cc1ccc(C(=O)NNC(=O)CSc2nnc(CNc3ccc(F)cc3)n2C)cc1,98,20,-4,2,0.4,6,-0.2,1,-5
O=C(c1ccco1)c1nnn(Cc2ccccc2)c1-c1ccccc1,101,15,1,-8,0.0,-5,-1.0,5,-11
Cc1occc1-c1nnc(SCC(=O)NCc2ccco2)n1CC(C)C,101,32,2,-4,1.3,1,0.1,-3,-11
C#CCOCCOCCOCCNc1nc(N2CCOCC2)nc(N2CCN(C(=O)[C@H](CO)n3cc([C@@H](N)C(C)C)nn3)CC2)n1,.,.,.,0,0.7,-2,2.0,.,.
O=C(CNCCc1ccc(Cl)cc1Cl)NCc1ccco1,100,3,-1,-14,2.3,-5,1.9,-9,-2
COc1ccccc1CNc1nc2nc3c(c(=O)n2[nH]1)CCC3,104,-20,2,-3,0.9,-3,0.2,2,-5
N#C/C(N=Nc1ccccc1O)=N\Nc1ccccc1O,.,.,.,-15,16,61*,18,.,.
O=C(CCCn1cc([N+](=O)[O-])cn1)Nc1cccnc1,99,.,-2,-3,0.9,-7,-0.5,-6,1
CCOC(=O)C1CCCN(Cc2ccc(OCC)cc2)C1 (stereo not drawn),101,46,1,-4,-0.1,-3,-1.4,-1,-3
CC(=O)Nc1ccc(NC(=O)CCCc2c[nH]c3ccccc23)cc1,107,-15,4,-2,0.6,3,2.2,-2,0
COc1ccccc1-c1nc(C#N)c(N2CCCCCC2)o1,93,29,0,-2,-2.2,-2,-1.9,1,-1
O=C(C[C@H]1C/C=C\CCCCC(=O)OC[C@H]2CCCN2C1=O)N[C@H](CO)Cc1ccccc1,.,.,.,3,0.1,1,0.9,.,.

Going on with the list:
molecule,MEKK2wt PB1 HTS,NALP1 inh,MEKK2 mut-MEK5,OXTR potentiate,V1R ag counter,GalR3 antag,OXTR ag,PfM18AAP inh,GPR7 antag
CCC(C)N(C(=O)Cn1nnc2ccccc21)C(C(=O)NCc1ccco1)c1cccc(OC)c1 (stereo not drawn),104,3,5,-14,0.5,1,-0.5,-3,1
Fc1ccc(NC(=S)Nc2cccc3cnccc23)cc1,101,-9,-1,6,0.2,5,2.4,14,-10
O=C(NC1CC1)c1ccc2c(c1)N(Cc1ccc(Cl)cc1)CCS2,103,8,10,-4,-0.5,-4,-1.4,4,11
COC(=O)c1ccc(Oc2nc(Nc3ccc(C)c(C)c3)nc(N(C)C)n2)cc1,108,10,-7,-9,-1.3,-4,-0.4,-14,1
O=C(Nc1ccc(N2CCOCC2)cc1)c1ccc(COc2ccccc2)cc1,93,20,-6,-8,0.3,-10,0.3,4,1
Cc1ccnc(SCC(N)=O)n1,100,-6,-1,0,0.9,-6,0.8,3,-7
CCn1c(C(=O)N2CCCC(C(=O)O)C2)cc2sccc21 (stereo not drawn),96,-62,2,3,0.4,-1,0.4,2,-7
CCc1cc(=O)oc2cc(C)cc(OCC(=O)N3CCC(C(=O)O)CC3)c12,99,12,-2,-4,-0.1,0,0.3,1,-2
O=C(CSc1nc2ccccc2o1)NCC(=O)c1ccccc1,98,8,-4,-10,-0.2,-1,-0.2,-4,-2
O=C(NCC(=O)N1CCN(c2ncccn2)CC1)c1cccs1,103,7,0,-11,-0.3,.,-0.3,-3,4
Cc1ccnc2nc(C(=O)Nc3nc4ccccc4s3)nn12,100,23,1,-3,-0.6,-5,0.9,3,-13
O=C(/C=C/c1cccc([N+](=O)[O-])c1)c1ccc2c(c1)OCCO2,102,40*,1,-6,-0.4,-3,-0.2,8,3
O=C(Cn1nnc2ccccc21)NNC(=O)c1ccccc1,92,3,-6,-3,1.2,-5,0.8,-7,3
O=C(NC(=O)c1ccccc1)OCCN1C(=O)c2ccccc2C1=O,89,7,-8,-15,-0.2,0,-0.4,1,-19
CCn1ncc(Br)c1C(=O)Nc1ccc2c(c1)OCCO2,99,12,2,-5,-1.1,-5,-0.9,4,-4
Cn1c2ccccc2c2nnc(SCc3ccc4nonc4c3)nc21,96,12,-4,2,-0.4,-3,-1.4,-4,-9
O=C(NCC1COc2ccccc2O1)c1ccc(NC(=O)c2ccco2)cc1 (stereo not drawn),91,20,-7,-8,1.7,-1,1.9,14,5
COc1ccc(OC)c(CCNC(=O)c2nn(C)c3c2CS(=O)(=O)c2ccccc2-3)c1,106,11,11,-8,0.9,-5,0.9,5,-4
COc1ccc(NC(=O)CSc2ccc(NC(C)=O)cc2)cc1S(=O)(=O)N1CCOCC1,.,.,.,3,1.5,-3,1.3,.,.
Cc1cc(C(=O)Nc2sc3c(c2C#N)CCC(C)C3)no1 (stereo not drawn),103,6,1,-6,0.0,-1,1.7,4,8

Single records (already shown). Order of screens: MEKK2wt PB1 HTS, NALP1 inh, MEKK2 mut-MEK5, OXTR potentiate, V1R ag counter, GalR3 antag, OXTR ag, PfM18AAP inh, GPR7 antag
Fc1ccc(NC(=S)Nc2cccc3cnccc23)cc1 in the list: 101, -9, -1, 6, 0.2, 5, 2.4, 14, -10
O=C(/C=C/c1cccc([N+](=O)[O-])c1)c1ccc2c(c1)OCCO2 in the list: 102, 40*, 1, -6, -0.4, -3, -0.2, 8, 3
O=C(Nc1ccc(N2CCOCC2)cc1)c1ccc(COc2ccccc2)cc1 in the list: 93, 20, -6, -8, 0.3, -10, 0.3, 4, 1

An excerpt from above in order of number of heavy atoms, smallest number first.
molecule,MEKK2wt PB1 HTS,NALP1 inh,MEKK2 mut-MEK5,OXTR potentiate,V1R ag counter,GalR3 antag,OXTR ag,PfM18AAP inh,GPR7 antag
Cc1ccnc(SCC(N)=O)n1,100,-6,-1,0,0.9,-6,0.8,3,-7
Cc1ccc(S(=O)(=O)n2c(C)nc3ccccc32)cc1,108,12,6,-1,-0.9,-11,-2.0,3,2
Cc1cc(C(=O)Nc2sc3c(c2C#N)CCC(C)C3)no1 (stereo not drawn),103,6,1,-6,0.0,-1,1.7,4,8
COc1ccccc1-c1nc(C#N)c(N2CCCCCC2)o1,93,29,0,-2,-2.2,-2,-1.9,1,-1
O=C(NCC(=O)N1CCN(c2ncccn2)CC1)c1cccs1,103,7,0,-11,-0.3,.,-0.3,-3,4
Cc1ccc(S(=O)(=O)/N=C2/NC(=O)/C(=C/c3ccncc3)S2)cc1,95,7,-1,4,0.8,5,0.0,-4,0
Cn1c2ccccc2c2nnc(SCc3ccc4nonc4c3)nc21,96,12,-4,2,-0.4,-3,-1.4,-4,-9
COc1ccc(Cl)cc1NC(=O)CSc1sc2c(O)cc(=O)[nH]c2c1C#N,97,15,2,0,0.5,-2,0.6,11,-6
O=C(NCC1COc2ccccc2O1)c1ccc(NC(=O)c2ccco2)cc1 (stereo not drawn),91,20,-7,-8,1.7,-1,1.9,14,5
COC(=O)c1ccc(Oc2nc(Nc3ccc(C)c(C)c3)nc(N(C)C)n2)cc1,108,10,-7,-9,-1.3,-4,-0.4,-14,1
Cc1ccc(C(=O)NNC(=O)CSc2nnc(CNc3ccc(F)cc3)n2C)cc1,98,20,-4,2,0.4,6,-0.2,1,-5
COc1ccc(NC(=O)CSc2ccc(NC(C)=O)cc2)cc1S(=O)(=O)N1CCOCC1,.,.,.,3,1.5,-3,1.3,.,.

The list goes on.
molecule,MEKK2wt PB1 HTS,NALP1 inh,MEKK2 mut-MEK5,OXTR potentiate,V1R ag counter,GalR3 antag,OXTR ag,PfM18AAP inh,GPR7 antag
Cn1cc(NC(=O)OCc2ccc(Cl)cc2)c(C(F)(F)F)n1,100,16,-2,-16,1.5,-5,0.6,10,-11
COc1ccc(C2C(C#N)=C(N)Oc3n[nH]c(C)c32)cc1Cn1nnc2ccccc21 (stereo not drawn),96,7,-4,-1,-0.7,-1,-0.2,-1,9
CCc1ccccc1NC(=O)N1CCCc2ccccc21,97,16,-4,.,.,-3,.,2,4
Cc1ccc(C)c(Nc2cc(C)nc3ncnn23)c1,108,18,4,-3,-0.5,-11,-1.1,-10,-15
COC(=O)c1c(C(=O)OC)c2ccccn2c1C(=O)c1ccc([N+](=O)[O-])cc1,101,9,3,-13,1.6,-6,-2.3,-3,-3
O=C(CSc1ccc(-c2nc3ccccc3[nH]2)cn1)Nc1ccc(S(=O)(=O)NC2CC2)cc1,112,33,1,-13,2.5,0,0.5,-12,2
Cc1cccc(NC2(C(F)(F)F)N=C3SCCN3C2=O)n1 (stereo not drawn),112,3,9,-2,0.1,-2,-0.6,-5,-5
CC1CCC(N2CCN(S(=O)(=O)Cc3ccccc3)CC2)CC1 (stereo not drawn),105,16,-1,-2,0.9,-9,2.1,1,4
COCCNC(=O)c1ccc(CN2CCC(Cc3ccccc3)CC2)cc1,108,11,9,-4,-0.3,-12,1.0,-11,1

From PubChem BioAssay
